UHRF1 MBD2 ctr: UHRF1 methylated DNA binding inhibitors, primary screen, counter-screen for MBD2 inhibitor project, biochemical, TR-FRET, human UHRF1, single concentration. AID 687016, 2013. inhibition, % at 4.4 µM. 370,000 compounds, 0.75% hits. E3 ubiquitin-protein ligase UHRF1 (Homo sapiens), Q96T88. UHRF1 binding to methylated oligo; in the data active means inhibition above about 21%;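 further: UHRF1 SRA domain binding a hemimethylated CpG hairpin DNA probe; 0% = median of test compound wells and 100% = reference inhibitor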
NPR2 activator: human GC-B receptor activators, primary screen, HEK293 GC-B cells, cGMP TR-FRET, EC30 CNP | activation, % at 10 µM | 0% at EC30 CNP, 100% saturating CNP | 370,000 compounds, 0.11% hits | AID 1920062, 2024;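 active means activation at 10 µM reaching about 35% in either raw or pattern-adjusted values, limit read from the data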
MBD2 inh: inhibitors of MBD2 binding to methylated DNA, primary screen, biochemical, TR-FRET, DNA-binding domain, human. Methyl-CpG-binding domain protein 2 (Homo sapiens), Q9UBB5. MBD2 binding to methylated oligonucleotide. 370,000 compounds, 0.31% hits. inhibition, % at 4.4 µM; in the data active means inhibition above about 13%
NPR1 activator: GC-A stimulated cGMP production enhancers – HEK293 GC-A cells, cGMP TR-FRET, EC30 ANP, primary screen. Atrial natriuretic peptide receptor 1 (Homo sapiens), P16066. 0% at EC30 ANP, 100% saturating ANP. activation, % at 10 µM. 370,000 compounds, 0.14% hits. AID 1671463, 2021; in the data active means activation above about 40%
Target sequence (P16066 whole entry, looked up): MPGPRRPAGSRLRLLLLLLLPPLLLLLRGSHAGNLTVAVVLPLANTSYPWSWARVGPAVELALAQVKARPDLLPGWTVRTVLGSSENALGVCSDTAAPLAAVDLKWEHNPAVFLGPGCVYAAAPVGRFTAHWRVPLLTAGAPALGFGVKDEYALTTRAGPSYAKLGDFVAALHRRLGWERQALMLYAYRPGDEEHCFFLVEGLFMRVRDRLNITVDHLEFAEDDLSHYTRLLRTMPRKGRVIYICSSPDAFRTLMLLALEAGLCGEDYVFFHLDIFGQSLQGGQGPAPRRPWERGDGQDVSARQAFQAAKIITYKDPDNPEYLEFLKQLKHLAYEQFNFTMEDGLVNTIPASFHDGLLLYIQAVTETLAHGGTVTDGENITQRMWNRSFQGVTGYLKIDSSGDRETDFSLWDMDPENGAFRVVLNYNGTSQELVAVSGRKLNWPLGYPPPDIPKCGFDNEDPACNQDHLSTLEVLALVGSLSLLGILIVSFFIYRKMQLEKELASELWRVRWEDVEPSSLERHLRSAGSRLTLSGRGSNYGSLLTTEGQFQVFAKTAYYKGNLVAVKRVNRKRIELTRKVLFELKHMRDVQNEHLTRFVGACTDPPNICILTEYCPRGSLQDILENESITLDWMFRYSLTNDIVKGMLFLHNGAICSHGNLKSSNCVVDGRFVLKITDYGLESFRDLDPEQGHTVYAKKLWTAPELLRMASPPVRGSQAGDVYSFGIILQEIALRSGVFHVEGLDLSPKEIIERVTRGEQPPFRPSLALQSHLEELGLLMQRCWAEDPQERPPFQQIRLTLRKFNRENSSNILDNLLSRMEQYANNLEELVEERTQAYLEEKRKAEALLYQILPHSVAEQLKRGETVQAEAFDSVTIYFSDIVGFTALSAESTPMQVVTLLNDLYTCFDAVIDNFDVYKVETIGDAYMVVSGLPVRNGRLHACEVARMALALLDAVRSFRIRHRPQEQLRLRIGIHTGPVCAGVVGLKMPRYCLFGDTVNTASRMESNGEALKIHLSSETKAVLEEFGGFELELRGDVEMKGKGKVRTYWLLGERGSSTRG
SIAE inh: human SIAE inhibitors, primary screen, biochemical, fluorescence polarization, FP-Rh probe, 1536-well HTS; Sialate O-acetylesterase (Homo sapiens), Q9HAT2; SIAE FP-Rh probe binding; inhibition, % at 9.66 µM; 370,000 compounds, 0.69% hits; AID 1053197, 2014;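 active means inhibition above a cutoff: mean of compounds within the control limits plus 3 SD of those, cut at about 17% in these data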;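 further: 0% = plate median of compound wells and 100% = probe without SIAE protein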
PRMT1 inh: PRMT1 methyltransferase inhibitors, primary screen, biochemical, fluorescence polarization. recombinant PRMT1, activity-based probe fluorescence polarization. inhibition, % at 2.79 µM. 370,000 compounds, 1.3% hits. Protein arginine N-methyltransferase 1 (Homo sapiens), Q99873;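 active means inhibition above about 21% made by adding two undisclosed values, limit read from the data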
TCR CD3 inh: inhibitors of human TCR-CD3 interaction, primary screen, biochemical, fluorescence, TAMRA-labeled TCR probe; inhibition, % at 9.4 µM; 360,000 compounds, 0.37% hits; in the data active means inhibition above about 19%;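 further: recombinant mutant TCR 2C K166C tagged with TAMRA read by polarization; 0% = receptor in buffer alone and 100% = receptor with positive control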
HTRA1 inhibitor: HTRA1 serine protease inhibitors, primary screen, biochemical, fluorescence polarization, HTS | Q92743 | recombinant HTRA1, FP-rhodamine activity-based probe | inhibition, % at 5.96 µM | 340,000 compounds, 0.5% hits; in the data active means inhibition above about 36%;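 further: 0% = enzyme with DMSO and 100% = wells lacking enzyme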
rCAG RNA binder: binders of r(CAG) RNA repeats, primary screen, biochemical, fluorescence. 370,000 compounds, 1.3% hits. inhibition, % at 3 µM. r(CAG) RNA repeat, TO-PRO-1 dye displacement fluorescence;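 active means inhibition above the plate cutoff, the mean of all test compounds on that plate plus 3 SD, cut at about 35% in these data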;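 further: 0% = DMSO alone and 100% = 100 µM mitoxantrone as full dye displacement; higher means more dye released from RNA so lower well fluorescence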
mABHD4 FP: ABHD4 inhibitors, primary screen, biochemical, fluorescence polarization, mouse | inhibition, % at 8.92 µM | 370,000 compounds, 0.54% hits | AID 720543, 2013 | (Lyso)-N-acylphosphatidylethanolamine lipase (Mus musculus), Q8VD66 | purified mABHD4, FP-Rh probe fluorescence polarization;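 active means inhibition exceeding the mean over every tested compound plus 3 SD, cut at about 30% in these data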;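 further: 0% = plate median of compound wells and 100% = S159A mutant with DMSO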
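system = mouse ABHD4 enzyme, wild type | medium = HEPES pH 7.0, NaCl, Pluronic buffer | also added = FP-Rh probe | incubation = Enzyme–compound pre-incubation 45 min, then probe 60 min, both 25 °C | technique = fluorescence polarization, excitation 525 nm, emission 598 nm, BODIPY TMR filters | controls = S159A mutant high control, sample median low control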
Numbers without * were called inactive; / = no result given. Some of the compounds tested; rates above refer to the full screens.

canonical_smiles	UHRF1 MBD2 ctr	NPR2 activator	MBD2 inh	NPR1 activator	SIAE inh	PRMT1 inh	TCR CD3 inh	HTRA1 inhibitor	rCAG RNA binder	mABHD4 FP
O=C(/C(C=Nc1ccc(F)cc1)=C(/O)c1ccco1)C(F)(F)F	3	-1	6	-4	3	5	-6	-2	2	-1
N#C/C(=C\c1ccc(O)cc1)C(=O)NCc1ccccc1	0	4	-5	3	4	-3	7	-5	0	-3
CC(=O)c1ccc(NC(=O)COC(=O)C2CC3C=CC2C3)cc1 (centres undefined)	-2	0	1	-1	1	-2	1	4	0	-9
O=C(O)c1[nH]c2ccccc2c1C(c1c(F)cccc1Cl)c1c(C(=O)O)[nH]c2ccccc12	-1	3	-5	-2	5	2	10	-3	57*	42*
O=C1CCC(=O)N1CC(=O)N1CCCc2ccccc21	2	3	0	0	-6	6	-8	3	2	-1
O=C(Nc1nnc(CSCc2ccccc2F)s1)c1cccc([N+](=O)[O-])c1	-4	-4	0	2	2	-1	-1	-19	46*	9
NC(=O)CCC(=O)N1CCCC(C(=O)c2ccc3c4c(cccc24)CC3)C1 (centres undefined)	2	0	3	1	6	-1	2	0	2	1
COC(=O)C1(C)NC(c2ccccc2C)C2C(=O)N(c3ccccc3)C(=O)C21 (centres undefined)	-2	-2	-6	-2	-3	-5	5	0	-2	0
CCc1ccc(C(=O)COC(=O)C(Cc2ccccc2)NC(=O)c2ccc(Cl)cc2)cc1 (centres undefined)	-1	-3	0	-9	-2	0	1	-12	-1	-2
Cc1cc2occ(CC(=O)N(CC(C)C)c3c(N)n(Cc4ccccc4)c(=O)[nH]c3=O)c2cc1C	2	-3	-1	-4	0	-3	2	-5	1	-1
O=C(COC(=O)c1cnccn1)c1ccc2c(c1)CCCC2	1	-2	-1	3	2	1	4	3	-2	0
CCn1ccc(C(=O)NCCCN2CCCC2=O)n1	-4	-4	-5	2	-2	1	-3	-4	0	-2
Cc1cc(-c2ccc(C)c(S(=O)(=O)NC(C)Cc3ccco3)c2)on1 (centres undefined)	1	6	2	1	-9	-2	4	-21	6	-2
Cc1ccc(S(=O)(=O)N2CCN(CCC#N)CC2)cc1	0	2	-2	8	-1	9	-4	3	-2	4
Cc1ccc(C)c(S(=O)(=O)N2CCCCC2CCNC(=O)C(=O)NCc2ccccn2)c1 (centres undefined)	0	0	2	-2	2	1	-2	-4	-4	-3
Cc1ccc(N/C=C(/C#N)c2ccsc2)cc1C	-1	-4	-4	-4	11	-1	-1	-11	4	4
O=C(c1ccc(Br)cc1)N1CCN(Cc2ccccc2)CC1	0	0	2	-1	-5	4	0	2	-6	1
CCCCc1nnc(NC(=O)CSCc2cc(=O)n3c(C)csc3n2)s1	1	-1	-2	2	3	4	-1	3	-2	6
CC(=O)CCc1ccc(OC(=O)c2cccnc2)cc1	3	-2	5	3	-6	5	-2	-2	1	-4
COc1ccc(Br)cc1C(=O)NCc1cccnc1	0	4	-4	-2	-9	-1	5	4	-1	0
O=C(OCC(=O)N1CCN(C(=O)c2ccco2)CC1)c1cc(-c2ccc(F)cc2)nc2ccccc12	-5	-8	-2	-2	-5	5	0	-22	5	-25
Cc1ccc(/C(N)=N/OC(=O)c2cccc(F)c2)cc1	-1	-1	0	-1	-3	-2	-3	-6	0	3
O=C(Nc1ccc(F)cc1F)N1CCC(c2nc3ccccc3o2)CC1	-1	0	-5	-2	4	-4	6	-2	-5	-4
CC1(C)CC[C@]2(C(=O)O[C@@H]3OC(CO)[C@@H](O)[C@H](O)[C@H]3O)CC[C@]3(C)C(=CCC4[C@@]5(C)CC[C@H](O[C@@H]6OC(C(=O)O)[C@@H](O)[C@H](O)[C@H]6O)C(C)(C)C5CC[C@]43C)[C@@H]2C1 (some centres undefined)	1	5	0	3	1	3	0	-12	46*	-3
OCc1cn(-c2ccccc2)nc1-c1cc2ccccc2o1	2	-3	-2	0	-7	-5	0	-30	-1	-8
COc1cc([N+](=O)[O-])cc(/C=N/NC(=O)Cn2nc(C)cc2C)c1O	-4	4	-14	-1	-5	0	-5	9	2	3
COC(=O)[C@H](C(C)C)N1CCc2nnn(Cc3ccc(C)cc3)c2-c2ccccc2S1(=O)=O	-1	7	1	-1	-3	0	/	/	0	9
Cc1ccc(S(=O)(=O)N2CCCC(C(=O)NCCC(C)C)C2)cc1 (centres undefined)	2	1	5	-5	6	5	-12	-2	-5	3
CCOc1ccc(S(=O)(=O)Nc2cccc(-c3ccc(N4CCCCCC4)nn3)c2)cc1	-2	-6	-3	-6	-25	1	1	-47	10	-36
O=C1c2ccccc2C(=O)N1CCCc1nc(-c2ccccc2)no1	-5	-4	-6	0	8	-1	6	-6	-2	0
O=S(=O)(c1cccs1)N1CCN(CCOc2ccc(Cl)cc2)CC1	-2	2	-1	0	-4	1	0	-3	2	-6
CCN1C(=O)CC(NC2CCN(C(=O)c3ccc(F)cc3)CC2)C1=O (centres undefined)	-2	3	0	0	2	-2	1	-5	-5	-2
COc1cccc(NC(=O)CCC2CCN(C(=O)c3c(C)noc3C)CC2)c1	-3	2	-4	3	-1	-2	-10	-7	-6	5
O=C(CSc1ccc(Cl)cc1)Nc1ccc(-c2nc3ccccc3[nH]2)cc1	2	-3	5	1	-21	3	-6	-4	3	-6
Cn1c(=O)c2c(nc(Br)n2CCCc2ccccc2)n(C)c1=O	0	-3	0	2	2	-1	-1	-6	-3	4
CCc1nc2ccc(C(=O)Nc3cc(-c4ccccc4)ccc3OC)cn2c1N(CCN(C)C)CC1CC1	1	-5	3	-15	1	1	-4	/	2	25
CCOC(=O)COc1ccc(CCNC(C)=O)cc1	-4	-1	-2	1	-5	-4	9	6	0	2
CCOC(=O)c1ccc(NC(=S)N2CCN(Cc3ccccc3)CC2)cc1	1	1	-2	-2	3	3	-6	-5	0	1
Cc1ccc(S(=O)(=O)NCC(=O)OCC(=O)N2C(C)CCCC2C)cc1 (centres undefined)	3	1	-2	1	-3	-1	-6	2	0	-6
COCCNC(=O)c1ccc(-n2c(SCc3ccncc3)nc3ccccc3c2=O)cc1	5	-1	7	-8	-14	6	-5	2	0	-2
O=C(N/N=C/c1ccccn1)C1CC1	3	-1	1	4	2	-2	-6	4	0	1
COC(=O)c1cccc(NC(=O)C2C3CCC(C3)C2C(=O)O)c1 (centres undefined)	0	2	4	5	0	-4	11	0	-4	-2
Cc1c(C(C)NC(=O)c2ccc3nc(Cc4ccccc4F)oc3c2)cnn1C (centres undefined)	-2	2	2	4	7	-1	-3	0	-4	-6
O=C(COC(=O)c1ccc(C(F)(F)F)cc1)Nc1cccc(S(=O)(=O)N2CCCCC2)c1	-2	1	-3	0	-60	-4	-1	-8	5	-2
O=C(N/N=C/c1ccncc1)c1cccc(NC(=O)c2ccccc2Cl)c1	-2	-6	0	-5	-10	2	-8	-8	1	-8
Cc1cc2ccccn2c1C(=O)c1ccc([N+](=O)[O-])o1	-14	-3	-18	-2	7	-1	8	9	1	12
Cc1cc(Cl)ccc1NC(=S)Nc1ccccn1	0	-1	3	3	-4	2	0	-1	-1	-3
Cn1nc(C(C)(C)C)cc1NC(=O)C1(C)CCN1C(=O)Cc1ccc(-c2ccccc2)cc1 (centres undefined)	-1	5	-2	4	-2	0	6	/	1	5
CCCN1C(=O)/C(=C/c2ccc(C)o2)SC1=Nc1ccc(OC)cc1	0	-2	1	-3	3	9	4	-1	8	4
O=C(Nc1ccc(Cl)c(-c2nc3ccccc3[nH]2)c1)c1ccc2c(c1)OCO2	2	18	2	14	-81	-1	2	-86	8	-51
CCCN(CC(=O)Nc1ccc(Cl)cc1Cl)Cc1cc(=O)n2ccsc2n1	-2	-6	3	-14	-5	-4	4	-17	-6	-6
O=C1[C@H](Oc2ccccc2)[C@@H](c2ccccc2)N1c1ccncc1	-1	-15	3	-9	8	1	-3	-4	1	3
CCOC(=O)CSc1ccc2nnc(-c3cccnc3)n2n1	-1	4	-1	2	0	4	8	2	17	-1
COc1cc(/C=N/Nc2nc(Nc3ccccc3)nc(N3CCCCC3)n2)ccc1OCC(=O)O	1	-2	-4	-5	-4	-6	3	7	6	-5
CCOc1ccc(S(=O)(=O)NCc2cccnc2)cc1NC(=O)c1ccccc1	1	5	-4	3	-1	-3	4	3	2	1
CC(C)CC(NC(=O)C1CCCN1C(=O)[C@@H](C)NC(=O)OCc1ccccc1)C(=O)NCC(N)=O (some centres undefined)	2	5	3	4	-4	3	5	0	-10	2
CC(C)c1ccc(S(=O)(=O)N2CCN(CC(O)CN3CCOCC3)CC2)cc1 (centres undefined)	3	3	2	0	-4	-9	16	7	0	10
O=C(/C=C/c1cccc([N+](=O)[O-])c1)NCC1CCCO1 (centres undefined)	-2	2	-5	-2	6	-1	0	7	1	5
Cc1sc(NC(=O)c2ccco2)c(CN2CCC(C)CC2)c1C	-1	-7	0	-4	1	4	7	-5	-4	-10
CN(C)c1ccc(C=NNc2ccccn2)c(Cl)c1	-2	-3	-1	0	4	-1	-1	5	7	5

Records listed above shown as hits in mABHD4 FP:
Molecule,NPR2 activator,MBD2 inh,NPR1 activator,SIAE inh,PRMT1 inh,TCR CD3 inh,HTRA1 inhibitor,mABHD4 FP
O=C(O)c1[nH]c2ccccc2c1C(c1c(F)cccc1Cl)c1c(C(=O)O)[nH]c2ccccc12,3,-5,-2,5,2,10,-3,42*

(list continues)
canonical_smiles	UHRF1 MBD2 ctr	NPR2 activator	MBD2 inh	NPR1 activator	SIAE inh	PRMT1 inh	TCR CD3 inh	HTRA1 inhibitor	rCAG RNA binder	mABHD4 FP
CCc1nc2c(OCc3ccc(F)cc3)cccn2c1N(C)C(=O)COc1ccccc1	-5	2	0	-2	1	0	7	/	3	-1
C[C@@H](NC(=O)C[C@@H]1C[C@@H]2c3cc(NS(=O)(=O)c4ccc(F)cc4)ccc3O[C@@H]2[C@@H](CO)O1)c1ccccc1	2	1	0	4	6	-2	6	-5	3	2
CCSCCOC(=O)C1=C(C)N(C)C(=O)NC1c1cc(OC)ccc1OC (centres undefined)	4	-8	1	-9	1	5	-9	-2	1	-21
O=C(CSC1=NCCS1)Nc1nc2ccccc2s1	-2	-1	-1	6	-4	42*	1	-3	3	-9

Some entries already given with just PRMT1 inh, HTRA1 inhibitor and rCAG RNA binder.
| Molecule | PRMT1 inh | HTRA1 inhibitor | rCAG RNA binder |
| --- | --- | --- | --- |
| CCSCCOC(=O)C1=C(C)N(C)C(=O)NC1c1cc(OC)ccc1OC (centres undefined) | 5 | -2 | 1 |
| O=C(CSC1=NCCS1)Nc1nc2ccccc2s1 | 42* | -3 | 3 |

Screening data: PubChem, several laboratories
